Bioassay records deposited in PubChem by several laboratories.
AI-2 QS mod: Vibrio harveyi AI-2 quorum sensing modulators, primary screen, JMH597 strain, luminescence/OD600 ratio. Vibrio harveyi JMH597 AI-2 luminescence/OD600 ratio, 9 h; active compounds read low; strain lacks LuxN and CqsS sensors; 0 = neutral-control median. activity change, % at 7.5 µM. 300,000 compounds, 0.4% hits; in the data active = activity change below about -75%, passing the limit was not always enough; inconclusive = no clear call, values can overlap the other calls;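 note: luminescence divided by OD600 gain over 9 h not by final OD600 alone; inactives centre near 13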
GSK3B inh: human GSK3beta kinase inhibitors, primary screen, biochemical, cell-free homogeneous, HTS | Glycogen synthase kinase-3 beta (Homo sapiens), P49841 | activity score (negative = inhibition), % at 10 µM | GST-GSK3beta kinase, ADP-Glo luminescence, 60 min; active compounds read low | AID 2097, 2009 | 300,000 compounds, 0.038% hits;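 active = more than half of replicate wells score below -50%, meaning over 50% inhibition versus plate controls; inconclusive = some replicates but at most half score below -50%; inactive = no replicate scores below -50%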;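 note: 0% = median DMSO wells and -100% = median GW8510 positive control wells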
Target sequence (P49841 whole entry, looked up): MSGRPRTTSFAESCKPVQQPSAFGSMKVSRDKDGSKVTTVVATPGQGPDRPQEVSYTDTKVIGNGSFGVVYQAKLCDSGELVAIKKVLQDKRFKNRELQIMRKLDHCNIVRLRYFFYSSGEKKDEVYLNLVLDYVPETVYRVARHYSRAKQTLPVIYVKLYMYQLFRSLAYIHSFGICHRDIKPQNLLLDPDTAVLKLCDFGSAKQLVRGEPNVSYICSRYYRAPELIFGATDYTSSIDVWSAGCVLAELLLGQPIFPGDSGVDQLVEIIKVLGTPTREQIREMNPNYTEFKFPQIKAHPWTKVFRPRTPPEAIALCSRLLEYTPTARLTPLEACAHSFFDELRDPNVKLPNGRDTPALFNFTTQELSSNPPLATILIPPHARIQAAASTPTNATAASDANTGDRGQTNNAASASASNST
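test system = GST-tagged human GSK3beta kinase, cell-free | reagent = 25 µM ATP with peptide substrate | dosing = one dose of 10 µM per compound | schedule = 60 min reaction, RT | detection = luminescent ADP-Glo measurement of ADP formed | control set = DMSO neutral wells and GW8510 at 20 µM as positive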
HIF act: HIF pathway transcriptional activators, primary screen, cell-based, U2OS HRE-luciferase, luminescence; 300,000 compounds, 0.32% hits; U2OS HRE-luciferase reporter; normalized: DMSO 0%, desferrioxamine 100%; AID 1910, 2009; activation, % at 7.5 µM (by protocol);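 active = mean activation of at least 10% of the iron chelator positive control signal, with at least half of replicates also reaching 10%; inconclusive = mean and replicate majority disagree about reaching 10%; inactive = mean and most replicates under 10%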
HSF1 activator: HSF-1 activators, primary screen, NIH3T3-HGL cells, MG132 stress, luminescence, single point; NIH3T3-HGL HSF-1 luciferase reporter, 8 h; 100% = twice DMSO control signal; 300,000 compounds, 1.7% hits; activation, % at 9 µM;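 active = mean replicate activation of at least 50% with a set share of replicates each reaching 50%; inconclusive = only one of those two conditions met; inactive = mean below 50% and too few replicates reaching it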;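 note: 0% = median of the neutral control wells and 100% = twice that signal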
HSP90 refold inh: HSP90 inhibitors, primary screen, cell lysate, luminescence; Rabbit reticulocyte lysate, luciferase refolding luminescence, 3 h; inhibition, % at 5.6 µM; 290,000 compounds, 0.91% hits;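 active = inhibition above the screen-wide mean plus 3 SD, computed separately per campaign, cut at about 16% in these data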;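 note: 0% = DMSO wells and 100% = 60 µM geldanamycin wells; inhibitors lower the luminescence because luciferase stays unfolded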
HSF1 inh: HSF1 inhibitors in luciferase reporter cells, primary screen, cell-based, NIH3T3, luminescence. activity change, negative = inhibition, % at 7.5 µM (by protocol). NIH3T3-HGL HSE-luciferase, MG132-induced, luminescence 8 h; active compounds read low. 300,000 compounds, 0.77% hits;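 active = more than half of replicate wells show activity change below -50%, luminescence cut by over half; inconclusive = some wells, but at most half, below -50%; inactive = no replicate well below -50%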;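 note: luciferase reports HSF-1 transcriptional activity via heat shock element; 0% = median of DMSO wells and -100% = zero luminescence signal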
aSyn UTR inh: MLPCN primary screen, SNCA 5' untranslated region; alpha-synuclein 5'UTR reporter, inhibitor activity; AID 1813, 2009; inhibition, % (tested at 7.5 µM); 300,000 compounds, 0.82% hits; in the data active = inhibition above about 60%; inconclusive = no clear call, values can overlap the other calls;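 note: H4 neuroglioblastoma cells stably carrying SNCA 5'UTR luciferase fusion; 0% = DMSO wells and 100% = positive control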
GSK3A inh: blockers of GSK3A enzyme activity – biochemical, luminescence, cell-free homogeneous, HTS, primary screen | Glycogen synthase kinase-3 alpha (Homo sapiens), P49840 | GSK-3 alpha kinase, ADP-Glo luminescence, 60 min | inhibition, % at 10 µM | 320,000 compounds, 0.1% hits | AID 2650, 2010;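 in the data active = inhibition above about 50%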;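 note: GST-tagged GSK-3 alpha with peptide substrate and 25 µM ATP; 0% = DMSO neutral wells and 100% = GW8510 positive control wells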
Target sequence (P49840 whole entry, looked up): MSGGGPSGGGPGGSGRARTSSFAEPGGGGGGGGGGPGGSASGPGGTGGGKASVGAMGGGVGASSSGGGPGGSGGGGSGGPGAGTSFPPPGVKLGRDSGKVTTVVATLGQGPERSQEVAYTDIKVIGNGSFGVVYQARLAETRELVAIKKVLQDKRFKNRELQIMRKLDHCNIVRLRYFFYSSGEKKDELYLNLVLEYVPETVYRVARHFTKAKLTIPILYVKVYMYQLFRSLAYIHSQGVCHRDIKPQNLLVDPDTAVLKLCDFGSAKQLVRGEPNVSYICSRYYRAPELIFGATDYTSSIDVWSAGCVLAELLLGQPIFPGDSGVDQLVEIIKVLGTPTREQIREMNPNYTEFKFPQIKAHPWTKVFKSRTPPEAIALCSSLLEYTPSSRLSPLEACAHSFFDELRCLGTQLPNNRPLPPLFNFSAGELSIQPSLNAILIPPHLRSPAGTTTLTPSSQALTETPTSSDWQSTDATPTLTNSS
IEC-6 cytotox: cytotoxicity in IEC-6 intestinal epithelial cells, primary screen, cytotoxicity control for KLF5 inhibitor project, cell-based, luminescence. inhibition, % at 5 µM. AID 1825, 2009. IEC-6 cytotoxicity, luminescence viability. 290,000 compounds, 0.78% hits; in the data active = inhibition above about 22%;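 note: 0% = plate median of test compound wells and 100% = cytotoxic reference compound wells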
KLF5 inh: KLF5 expression inhibitors, primary screen, DLD-1 cells, luminescence | DLD-1 KLF5 promoter-luciferase reporter | inhibition, % at 5 µM | 290,000 compounds, 0.23% hits;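 active = inhibition above a per-plate limit of that plate's mean compound inhibition plus 3 SD, cut at about 60% in these data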;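 note: 0% = DMSO wells and 100% = LY294002 at 200 µM; higher means less KLF5 promoter-driven luciferase light; inactives centre near -14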
* hit, by the source's call; ? = inconclusive; · = not tested or not shown.

mol	AI-2 QS mod	GSK3B inh	HIF act	HSF1 activator	HSP90 refold inh	HSF1 inh	aSyn UTR inh	GSK3A inh	IEC-6 cytotox	KLF5 inh
Clc1ccc(Cc2noc(Cc3ccccc3)n2)cc1Cl	3	-3	-0.3	-5	2	-7	-59	-4	2	2
O=C(CCc1ccc(S(=O)(=O)N2CCOCC2)cc1)N/N=C/c1ccc(O)c(O)c1O	4	2	-0.1	11	3	-4	-26	1	-4	-39
Cc1ccc(C(=O)NCCn2cc(SCC(=O)Nc3cc(C)on3)c3ccccc32)cc1	27	0	0.0	-44	29*	-39	-78	1	0	24
CCOC(=O)C1CCCN(C(=O)c2cc(Nc3ccc(OC)c(OC)c3)nc3ccccc23)C1 (stereo not drawn)	13	-4	-1.1	-3	0	-2	11	-1	0	-5
Cc1cc2c(NS(=O)(=O)c3ccc(F)cc3)cccc2nn1	16	-3	-0.5	2	-2	4	-11	1	2	-16
O=C(Nc1cccc(S(=O)(=O)Nc2ccc(Cl)cc2)c1)c1cc2c(s1)CCCC2	-7	-4	0.2	16	3	15	28	-3	1	16
Cc1cccc(OCCCC(=O)N2CCCCCC2)c1C	7	-2	-0.3	4	-3	1	-31	2	-11	-53
CN(C)c1cc[n+](CC(=O)c2cccs2)cc1	10	0	-0.1	3	5	-11	2	-2	7	-20
CC1(C)NC(=O)N(CC(O)COc2ccccc2C(=O)N2CCCCC2)C1=O (stereo not drawn)	13	1	-0.3	-19	4	-9	18	-1	-12	-6
COc1ccc(C(=O)NCCc2c[nH]c3ccccc23)cc1OC	·	·	-14	15	-2	6	2	-3	-4	-54
Nc1nnc(CSCc2ccc(Cl)cc2Cl)s1	23	1	-0.1	15	2	-11	-13	-2	0	-43
Cc1nc(-c2ccccn2)sc1C(=O)Nc1ccc(F)cc1	15	-3	1.3	27	-1	9	-37	-2	0	-12

The list goes on, overlapping the part above by two compounds.
mol	AI-2 QS mod	GSK3B inh	HIF act	HSF1 activator	HSP90 refold inh	HSF1 inh	aSyn UTR inh	GSK3A inh	IEC-6 cytotox	KLF5 inh
Nc1nnc(CSCc2ccc(Cl)cc2Cl)s1	23	1	-0.1	15	2	-11	-13	-2	0	-43
Cc1nc(-c2ccccn2)sc1C(=O)Nc1ccc(F)cc1	15	-3	1.3	27	-1	9	-37	-2	0	-12
Cn1c2ccc(F)cc2c2nnc(SCC(=O)Nc3cccc(O)c3)nc21	3	2	-1.8	1	-3	5	3	-1	4	-6
Cc1ccc(S(=O)(=O)N2CCCCC2)cc1NC(=O)c1ccc2ccccc2n1	26	0	1.1	15	0	10	-122	12	-1	-3
O=C(Oc1c(-c2ccccc2)c(=O)n2c3c(cccc13)CC2)c1ccccc1	-23	1	0.2	-26	2	-22	-24	-4	-2	0
Cc1cc2ccccc2cc1CN1CCOCC1	12	-2	0.1	2	3	-5	20	-4	7	-11
Cc1cc(OCC(=O)Nc2ccc3c(c2)OCCO3)cc(C)c1Cl	-3	-4	?	-23	4	-8	-15	-5	1	-33
Cc1ccc2nc(-c3ccncc3)cc(C(=O)NCc3ccccc3F)c2c1	12	-3	-0.2	2	-3	2	-18	-3	-3	-28
Cc1cc(C(=O)OCC(=O)Nc2cccc(S(=O)(=O)N3CCOCC3)c2)c(C)o1	4	-1	0.2	25	-2	-6	11	-2	0	-2
CCOC(=O)c1ccc(CC(=O)c2ccc(O)c(O)c2O)o1	42	-2	-0.7	-9	1	-4	15	·	-14	8
COc1ccc(NC(=O)CSc2[nH]c(=O)cc(C)c2C#N)cc1OC	1	-4	-0.4	1	2	-4	1	-5	11	-22
O=C(Nc1csc([N+](=O)[O-])c1)Nc1ccccc1Cl	-53	-2	1.3	10	-9	-9	-89	-1	-2	-49
CC(=O)c1cc(-c2ccccc2)n(CC(=O)N2CCN(C3CCCC3)CC2)c1C	28	0	-0.5	4	0	1	-1	-2	3	-18
O=C(c1ccc2nccnc2c1)N1CCN(Cc2ccc3c(c2)OCO3)CC1	14	0	-0.3	-17	1	-9	7	0	-6	-10
CCOC(=O)CC(NC(=O)c1cccc2c1C(=O)N(Cc1cccnc1)C2)c1ccc(OCC)c(OC)c1 (stereo not drawn)	13	3	-0.4	15	-2	-4	-13	-1	6	-1
CCCn1c(SCc2ccc(Cl)cc2)nc2c1c(=O)[nH]c(=O)n2C	17	-1	0.2	22	1	13	38	-1	-6	-34
Cc1ccc(C)c(NC(=S)N/N=C/C(C)c2ccccc2)c1 (stereo not drawn)	14	1	0.2	-12	-3	5	-34	-2	0	-13
CCOC(=O)N1CCC(NC(=O)c2ccc3snnc3c2)CC1	18	0	-0.2	-11	-1	-4	10	0	-1	7
CCCc1cc(C(=O)O)c2ccccc2n1	-15	6	0.2	-1	6	4	-6	-1	2	-30
Cc1cc(NC(=O)CCC(=O)N(CC(=O)NC2CCCC2)Cc2ccccc2Cl)no1	·	·	·	·	0	·	·	7	-2	-14
O=c1cc(-c2ccccc2)oc2ccc(O)cc12	20	-3	2.4	47	-5	33	-90	2	-3	-135
COc1ccccc1NC(=O)Cn1cnc2c1c(=O)n(C)c(=O)n2C	10	1	-0.2	13	1	0	-1	-4	1	-7
COc1ccc(-c2c(C)nn3c(N4CCC5(CC4)OCCO5)cc(C)nc23)cc1OC	-8	1	-1.3	-12	-1	-7	36	-3	-6	-6
O=C(Nc1ccccc1N1CCCCC1)c1cccc(Cl)c1	27	3	-1.0	6	2	-3	12	-1	-4	-27
CCN1C=C(C(=O)OC)C(c2cccc(OC)c2OC)C(C(=O)OC)=C1	11	1	-0.3	3	-3	-3	16	-3	-5	2
CCCN(CC(=O)Nc1ccccc1C)C(=O)c1ccc(N2CCOCC2)c([N+](=O)[O-])c1	39	0	-4.1	-4	·	-3	9	-1	·	·

Filtered by structure, the entries above containing fluorine
mol	AI-2 QS mod	GSK3B inh	HIF act	HSF1 activator	HSP90 refold inh	HSF1 inh	aSyn UTR inh	GSK3A inh	IEC-6 cytotox	KLF5 inh
Cc1cc2c(NS(=O)(=O)c3ccc(F)cc3)cccc2nn1	16	-3	-0.5	2	-2	4	-11	1	2	-16
Cc1nc(-c2ccccn2)sc1C(=O)Nc1ccc(F)cc1	15	-3	1.3	27	-1	9	-37	-2	0	-12
Cn1c2ccc(F)cc2c2nnc(SCC(=O)Nc3cccc(O)c3)nc21	3	2	-1.8	1	-3	5	3	-1	4	-6
Cc1ccc2nc(-c3ccncc3)cc(C(=O)NCc3ccccc3F)c2c1	12	-3	-0.2	2	-3	2	-18	-3	-3	-28

The listing continues.
| Structure | AI-2 QS mod | GSK3B inh | HIF act | HSF1 activator | HSP90 refold inh | HSF1 inh | aSyn UTR inh | GSK3A inh | IEC-6 cytotox | KLF5 inh |
| --- | --- | --- | --- | --- | --- | --- | --- | --- | --- | --- |
| O=C(CCCc1nc(-c2ccccc2)no1)NC1CCCCC1 | 24 | 0 | -2.0 | 10 | 2 | 1 | -4 | 1 | -4 | -13 |
| COC(=O)c1ccc(C2/C(=C(/O)c3ccc(OC(C)C)cc3)C(=O)C(=O)N2c2cc(C)on2)cc1 (stereo not drawn) | 52 | 2 | -0.7 | 4 | -2 | 5 | -14 | -1 | -6 | -6 |
| CCOCCCn1c(=N)c(C(=O)NCc2ccc3c(c2)OCO3)cc2c(=O)n3cccc(C)c3nc21 | 27 | 7 | -0.3 | 9 | 0 | -5 | -17 | -2 | 8 | -18 |
| CCOC(=O)Cn1nc(C)c(NC(=O)c2cccc([N+](=O)[O-])c2)c1C | 1 | 0 | -0.5 | -2 | 0 | -2 | -20 | -1 | 0 | -15 |
| COc1ccccc1C(=O)N1CCN(c2nc3cc(C)c(C)cc3cc2C#N)CC1 | -10 | 1 | -1.5 | 1 | 4 | 9 | 30 | 4 | 9 | -12 |
| O=c1c2ccccc2nc(/C=C/c2cc(Br)ccc2O)n1CCO | 20 | 1 | -0.4 | 7 | · | 9 | -3 | -3 | · | · |
| Cc1ccc(S(=O)(=O)NCc2ccccc2)cc1C(=O)NCC1CCCO1 (stereo not drawn) | 12 | 0 | -0.2 | -4 | · | -1 | -9 | -4 | · | · |
| CNC(=O)COC(=O)/C=C/c1cn(-c2ccccc2)nc1-c1ccc(C)o1 | -5 | -2 | -0.1 | 15 | -1 | 11 | 19 | 0 | 4 | -28 |
| COC(=O)Cc1csc(NC(=O)CSc2nnc3ccccn23)n1 | 8 | 5 | 0.1 | 12 | -4 | 9 | 18 | -1 | 3 | 3 |
| N#Cc1nc(-c2cccc(Cl)c2)oc1NCc1cccnc1 | 68 | -20 | -0.7 | -5 | 5 | 9 | 6 | 10 | 9 | -2 |
| Cn1nnnc1SCC(=O)Nc1nn(-c2ccccc2)nc1C(N)=O | 30 | -5 | 0.1 | -11 | 3 | -3 | -4 | 33 | 1 | -6 |
| COC(=O)c1ccccc1Nc1ccnc(Cl)n1 | 2 | -1 | -0.1 | 3 | · | -3 | -8 | 1 | · | · |
| CCOc1ccc(NC(=O)CN(C)C(=O)c2ccccc2OCc2c(C)noc2C)cc1OCC | 18 | -1 | -2.0 | -14 | · | -3 | -5 | 0 | · | · |
| CC#CCCc1nc2ccccc2c(=O)n1N | 0 | 2 | -0.2 | -45 | -2 | -26 | -7 | 1 | -3 | -14 |
| C/C=C/n1ccnc1CC(O)(c1ccccc1)c1ccc(C)cc1 (stereo not drawn) | 17 | 2 | 0.0 | 4 | · | 8 | -5 | -1 | · | · |
| S=c1[nH]nc(-c2ccccc2Br)n1Cc1ccccc1 | -11 | 0 | -7.6 | 7 | 3 | 1 | 11 | 5 | -4 | 6 |
| CN(C)S(=O)(=O)c1ccc(C(=O)OCC(=O)Nc2sc3c(c2C#N)CCCCC3)cc1 | 21 | 2 | 0.4 | 6 | -4 | 8 | -10 | -1 | 1 | -23 |
| CC(C)NS(=O)(=O)c1ccc(OCC(N)=O)c(Cl)c1 | 16 | -1 | -0.1 | -15 | -1 | -8 | -14 | -1 | 0 | -19 |
